Source: PubChem
PGC1a acetyl inh = PGC1a acetylation modulation, inhibitor mode | U2OS PGC1a acetylation, AlphaScreen anti-acetyl-lysine; with virally co-expressed GCN5 acetyltransferase | inhibition, % at 15.6 µM | 0.17% of 350,000 active;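 active = every replicate shows inhibition of at least 40%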;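 note: 0% = neutral control wells and 100% = positive control wells; some results beyond the cut were filed as inactive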
S100A4 MyoIIA = blocks human S100A4 binding to myosin IIA peptide | inhibition, % at 10.7 µM | S100A4/TAMRA-MyoIIA peptide fluorescence polarization | P26447 | 0.14% of 360,000 active;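 active = mean inhibition of at least 70% across replicates, with every replicate also reaching that level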
Target sequence (P26447 whole entry, looked up): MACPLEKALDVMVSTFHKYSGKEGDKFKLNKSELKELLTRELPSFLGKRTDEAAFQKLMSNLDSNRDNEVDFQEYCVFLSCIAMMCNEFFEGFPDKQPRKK
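Assay system: human S100A4 monomer with TAMRA-labelled myosin IIA peptide / Buffer or medium: Calcium-containing HEPES buffer, pH 7.2 / Reagent: TAMRA-labelled myosin IIA heavy-chain peptide probe, 5 nM / Compound: one dose per compound / Timing: polarization read 5 min after assay mix addition, stable 5–60 min / Benchmarks: neutral control DMSO, positive control TFP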
Cneo AK release = Cryptococcus neoformans lysis via adenylate kinase release; C. neoformans lysis, adenylate kinase release luminescence, 4 h; normalised: neutral wells 0, clomiphene wells 100; lysis activity, % at 15 µM; 0.2% of 360,000 active; AID 651654;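 active = mean lysis activity across replicates of at least 80%, whatever share of replicates individually reach that level; inactive = mean lysis activity below 80%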
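Material – Cryptococcus neoformans yeast cells · Quantity – 5 × 10^6 yeast cells/mL · Buffer or medium – YPD medium · Compound – single dose · Timing – 4 h static compound exposure, 37 °C, read 1 h post-reagent · Signal – adenylate kinase release luminescence · Read-out basis – lysis from increased AK signal · Benchmarks – Clomiphene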
Statin myotox sup = protects C2C12 myotubes from simvastatin toxicity. ATP luminescence, 48 h; scaled: DMSO 0, geranylgeraniol control 100. rescue of ATP level, % at 7.49 µM. 0.78% of 330,000 active. AID 602340;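 active = mean ATP rescue above about 67%, or every replicate alone reaching that limit, limit read from the data, passing the limit was not always enough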;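 note: myotubes were challenged with 10 µM simvastatin during compound exposure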
SIRT5 block = inhibitors of human sirtuin-5 desuccinylase; Q9NXA8; inhibition, % at 15 µM; Purified SirT5, succinyl-peptide AMC, trypsin-coupled fluorescence; 1.1% of 330,000 active; in the data active = inhibition above about 15%
Target sequence (Q9NXA8 whole entry, looked up): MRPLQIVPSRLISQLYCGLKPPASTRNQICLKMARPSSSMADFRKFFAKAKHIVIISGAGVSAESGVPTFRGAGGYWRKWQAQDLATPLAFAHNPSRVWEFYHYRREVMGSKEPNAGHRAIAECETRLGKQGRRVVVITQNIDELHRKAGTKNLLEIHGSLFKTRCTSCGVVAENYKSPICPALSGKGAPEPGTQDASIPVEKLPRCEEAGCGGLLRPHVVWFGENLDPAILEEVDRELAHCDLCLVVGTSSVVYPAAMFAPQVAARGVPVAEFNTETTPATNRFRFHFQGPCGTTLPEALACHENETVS
XiGFP reactiv = X-chromosome reactivation activator; activation, % at 7.58 µM; XiGFP mouse fibroblasts, % GFP-positive cells imaging, 3 d; cells co-treated with 5-aza-dC sensitizer; scaled so ellipticine positive control = 100%; AID 743238; 0.055% of 360,000 active;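 active = mean normalized replicate activation at least 10% and every replicate at or above 10%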;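 note: 0% = median of on-plate neutral control wells and 100% = ellipticine 6 µM median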
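Schedule: 3 d treatment, 15 min room-temperature fixation; system: 68-5-11 XiGFP fibroblast line; buffer or medium: DMEM plus 5-aza-dC sensitizer; control set: ellipticine 6 µM positive control; compound: one concentration, pinned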
LGR2 inh = blocks bursicon-induced cAMP signaling via Drosophila LGR2. HEK293 LGR2, CRE-luciferase, bursicon-stimulated, 4 h. inhibition, % at 9.99 µM. 0.35% of 380,000 active. AID 720647;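 active = drop in luminescence signal, shown as inhibition above about 50% in the replicate tests, limit read from the data, passing the limit was not always enough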;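 note: agonist challenge used bursicon conditioned medium at about half maximal strength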
ERAP1 HTS inh = blocks human ERAP1 aminopeptidase activity; recombinant ERAP1, Leu-AMC fluorescence, 60 min; 0.15% of 340,000 active; inhibition, % at 10.7 µM;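 active = mean replicate inhibition of at least 30%, or all replicates individually reaching that 30% level; inactive = mean below 30% and not every replicate reaching it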;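 note: 0% = neutral control wells and 100% = L-leucinethiol positive control wells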
* hit, by the source's call; · = no result given; & = joins results of further samples.

SMILES	PGC1a acetyl inh	S100A4 MyoIIA	Cneo AK release	Statin myotox sup	SIRT5 block	XiGFP reactiv	LGR2 inh	ERAP1 HTS inh
CC1CCCN(C(=O)NC(=O)c2ccc(Cl)cc2)C1 (configuration not stated)	1	4	-1	0	0	0.0	-12	2
C[C@@H]1CCCCO[C@H](CN(C)C(=O)Nc2ccccc2)[C@H](C)CN([C@@H](C)CO)C(=O)c2cc(NS(=O)(=O)c3ccc(F)cc3)ccc2O1	-13	·	-1	·	·	0.4	9	·
Nc1nnnn1CC(=O)N/N=C/c1cccs1	-1	-2	-4	7	-1	0.0	-14	-5
Cc1nc(C(=O)NC2CCOCC2)sc1C1(C)CC(c2cccc([N+](=O)[O-])c2)=NO1 (configuration not stated)	-4	4	2	-4	0	0.0	-1	0
Cc1ccc(S(=O)(=O)NCC[C@H]2CC[C@@H](NC(=O)c3cnccn3)[C@@H](CO)O2)cc1	16	-4	49	-5	-2	0.2	-15	6
CCCCn1c(N)c(-c2nc3ccccc3s2)c2c([N+](=O)[O-])nn(C)c(=O)c21	14	·	-1	-24	·	·	-10	·
Cc1cccc(C(=O)OCC(=O)N2CCC(c3ccccc3)=N2)c1O	-26	-3	0	-1	-2	-0.2	-14	4
COc1ccc(C(=O)NC(=S)NCc2cccnc2)cc1Cl	-18	4	-4	17	-9	0.0	-10	-1
COC(=O)[C@]1(Cc2ccccc2)N[C@H](CN(C)C(=O)Nc2ccc(OC)cc2)[C@@H]2C(=O)N(Cc3ccccc3)C(=O)[C@@H]21	-4	-3	-1	13	-2	0.6	-7	-1
COc1ccccc1Nc1nc(-c2sc(NC(=O)c3ccccc3)nc2C)cs1	-4	-9	1	-13	-2	0.0	-16	0
CC(C)C(=O)Nc1nnc(S(=O)(=O)N2CCCc3ccccc32)s1	-5	-1	2	4	-5	-0.1	-35	-1
CC1CC(C)CN(C(=O)CSc2ccsc2[N+](=O)[O-])C1 (configuration not stated)	-11	1	2	·	-3	0.1	7	-1
CC1CN(S(=O)(=O)c2ccc(C(=O)OCc3ccc(C#N)cc3)cc2)CC(C)O1 (configuration not stated)	0	3	-1	0	1	-0.7	-7	2
O=C(C[C@@H]1C=C[C@H](NC(=O)C2CC2)[C@@H](CO)O1)Nc1nccs1	12	-5	3	2	-3	0.2	9	-2
O=C(CCCn1cnc([N+](=O)[O-])n1)Nc1ccc(F)c(Cl)c1	·	1	·	·	-9	-0.7	0	-3
COc1cccc(S(=O)(=O)N(C)C[C@H]2OCc3ccccc3-c3c(n(C)c4ccccc34)C(=O)N([C@@H](C)CO)C[C@H]2C)c1	-15	-9	-2	69*	10	0.1	27	0
Fc1ccccc1Nc1nc(-c2ccncc2)nc2ccccc12	·	5	·	·	-6	0.1	9	-3
COc1ccc(Nc2nc(N3CCN(S(C)(=O)=O)CC3)nc3ccccc23)c(OC)c1	-9	-2	-1	-8	-6	-0.1	12	-1
COCCCNC(=O)C1CCN(S(=O)(=O)c2ccc3nc4c(c(C(=O)O)c3c2)CCCCC4)CC1	0	-5	2	-3	-1	0.0	-11	-5
Cc1cc(-c2ccc(Cl)cc2)oc(=O)c1NC(=O)c1ccccc1	-6	·	2	-11	·	·	6	·
CSc1nc2ccccc2nc1N(C)S(=O)(=O)c1ccc(C)cc1	-15	-11	4	·	-1	-0.1	-3	-4
CCCC12CN3CCN(CC(C3)/C1=N\NC(=O)c1ccc(F)cc1)C2	-11	2	·	-5	-4	0.1	1	-3
C[C@@H]1CN([C@@H](C)CO)C(=O)c2cc(C#Cc3cccnc3)cnc2O[C@H]1CN(C)C(=O)CC1CC1	-1	-2	-3	8	4	0.1	0	9
COc1cc(S(=O)(=O)N(C)C)ccc1Br	-2	·	2	-3	·	·	-8	·
O=c1cc(CSc2nc3ccccc3c(=O)[nH]2)c2ccc(O)cc2o1	1	·	-1	·	·	0.0	27	·
CCC(=O)Nc1cccc(C2=NOC3(C2)C[C@@H](C(N)=O)N(C(=O)c2cc([N+](=O)[O-])cc([N+](=O)[O-])c2C)C3)c1 (some centres not stated)	·	-1	3	-6	·	0.3	-6	0
COc1ccc(CN(C)C[C@H]2OCCCC[C@H](C)Oc3ccc(NC(=O)CCCN(C)C)cc3C(=O)N([C@@H](C)CO)C[C@@H]2C)cc1	-4	-11	-1	8	4	-0.1	6	0
COc1ccc(C(=O)Nn2c(C)nc3ccccc3c2=O)cc1Br	·	-1	·	·	-3	0.0	0	-1
CCC(=O)N1[C@H](CO)[C@H](c2ccc(-c3ccccc3OC)cc2)[C@@H]1CNC(C)=O	8	6	·	·	-1	0.1	4	3
O=S(=O)(c1ccccc1)N1CCN(C(=S)Nc2ccccc2Cl)CC1	·	-2	0	-6	-1	-0.1	-1	1
CC1=C(C)CC(C(=O)Nc2cccc([N+](=O)[O-])c2)C(C(=O)O)C1 (configuration not stated)	-3	·	-2	5	·	0.1	7	·
O=C(NCc1ccccc1)c1cc(C2COCCN2S(=O)(=O)c2cccs2)on1 (configuration not stated)	-15	1	-1	-3	-1	0.1	0	-3
CCCCOC(=O)Nc1ccc(C)c(Cl)c1	0	·	0	-21	·	·	-63	·
C[C@H]1CN([C@@H](C)CO)C(=O)CCCn2nncc2CO[C@@H]1CN(C)S(=O)(=O)c1ccccc1	1	-3&2	-3&-1	-5&-7	-4&-1	-0.1&0.3	-2&-4	-1&1
Cc1nc2sccn2c(=O)c1CCN1CCC(=C(c2ccc(F)cc2)c2ccc(F)cc2)CC1	-9	-5&-2	0	1	13	0.0	11	0
CCC(=O)N1[C@H](CN(CC)C(=O)c2ccc(F)cc2)[C@@H](c2ccccc2)[C@@H]1CO	-6	-6	-2	13	-5	0.0	-11	2

14 compounds from above, ordered by SMILES length, largest number first.
SMILES	PGC1a acetyl inh	S100A4 MyoIIA	Cneo AK release	Statin myotox sup	SIRT5 block	XiGFP reactiv	LGR2 inh	ERAP1 HTS inh
C[C@@H]1CCCCO[C@H](CN(C)C(=O)Nc2ccccc2)[C@H](C)CN([C@@H](C)CO)C(=O)c2cc(NS(=O)(=O)c3ccc(F)cc3)ccc2O1	-13	·	-1	·	·	0.4	9	·
COC(=O)[C@]1(Cc2ccccc2)N[C@H](CN(C)C(=O)Nc2ccc(OC)cc2)[C@@H]2C(=O)N(Cc3ccccc3)C(=O)[C@@H]21	-4	-3	-1	13	-2	0.6	-7	-1
COc1ccc(CN(C)C[C@H]2OCCCC[C@H](C)Oc3ccc(NC(=O)CCCN(C)C)cc3C(=O)N([C@@H](C)CO)C[C@@H]2C)cc1	-4	-11	-1	8	4	-0.1	6	0
C[C@@H]1CN([C@@H](C)CO)C(=O)c2cc(C#Cc3cccnc3)cnc2O[C@H]1CN(C)C(=O)CC1CC1	-1	-2	-3	8	4	0.1	0	9
Cc1ccc(S(=O)(=O)NCC[C@H]2CC[C@@H](NC(=O)c3cnccn3)[C@@H](CO)O2)cc1	16	-4	49	-5	-2	0.2	-15	6
CCC(=O)N1[C@H](CO)[C@H](c2ccc(-c3ccccc3OC)cc2)[C@@H]1CNC(C)=O	8	6	·	·	-1	0.1	4	3
CCCCn1c(N)c(-c2nc3ccccc3s2)c2c([N+](=O)[O-])nn(C)c(=O)c21	14	·	-1	-24	·	·	-10	·
COc1ccc(Nc2nc(N3CCN(S(C)(=O)=O)CC3)nc3ccccc23)c(OC)c1	-9	-2	-1	-8	-6	-0.1	12	-1
CC1=C(C)CC(C(=O)Nc2cccc([N+](=O)[O-])c2)C(C(=O)O)C1 (configuration not stated)	-3	·	-2	5	·	0.1	7	·
COc1ccccc1Nc1nc(-c2sc(NC(=O)c3ccccc3)nc2C)cs1	-4	-9	1	-13	-2	0.0	-16	0
O=S(=O)(c1ccccc1)N1CCN(C(=S)Nc2ccccc2Cl)CC1	·	-2	0	-6	-1	-0.1	-1	1
Cc1cccc(C(=O)OCC(=O)N2CCC(c3ccccc3)=N2)c1O	-26	-3	0	-1	-2	-0.2	-14	4
COc1ccc(C(=O)Nn2c(C)nc3ccccc3c2=O)cc1Br	·	-1	·	·	-3	0.0	0	-1
COc1ccc(C(=O)NC(=S)NCc2cccnc2)cc1Cl	-18	4	-4	17	-9	0.0	-10	-1

Additional compounds follow.
SMILES	PGC1a acetyl inh	S100A4 MyoIIA	Cneo AK release	Statin myotox sup	SIRT5 block	XiGFP reactiv	LGR2 inh	ERAP1 HTS inh
C=CCN1C(=O)N(Cc2ccccc2)c2ccccc2S1(=O)=O	·	0	·	·	-5	-0.2	1	0
CCCN1CNC(=S)N(c2ccc(C(=O)OCC)cc2)C1	2	·	-1	·	·	0.3	-4	·
COc1ccc(NS(=O)(=O)c2cccc(C(=O)NCCCN3CCCC3=O)c2)cc1	·	1	1	7	0	0.1	-11	1
CCCNC(=O)N[C@@H]1CC[C@@H](CC(=O)NC2CCCCC2)O[C@@H]1CO	-5	1	0	-2	-2	-0.9	4	-4
CCc1nc2ccc(C(=O)NC3CCN(Cc4ccccc4)CC3)cn2c1N(C)Cc1cc2ccccc2s1	-14	-2	59	5	·	0.0	42	0
C[C@@H]1CCCCO[C@@H](CN(C)Cc2ccc(C(F)(F)F)cc2)[C@H](C)CN([C@H](C)CO)C(=O)c2cc(NC(=O)Nc3ccccc3)ccc2O1	-24	·	3	·	·	0.0	1	·
OC[C@H]1O[C@@H](n2cnc3c(NCc4ccco4)ncnc32)[C@H](O)[C@@H]1O	-72	11	-1	0	-1	-0.3	-14	-1
Cc1ccc(C(=O)N2CCN(c3ncccn3)CC2)o1	·	0	-1	-6	4	·	12	2
CCCn1c(=N)c(S(=O)(=O)c2ccccc2)cc2c(=O)n3ccccc3nc21	·	2	·	·	·	1.6	-23	-399
C[C@@H]1CN([C@H](C)CO)S(=O)(=O)c2ccc(C3=CCCC3)cc2O[C@@H]1CN(C)S(=O)(=O)c1cn(C)cn1	4	-1	-3	-97	-14	-0.1	8	0
CCCCC[C@@H]1C=C(C(=O)O)[C@H](c2ccc(OC)c(OC)c2)N1S(=O)(=O)c1ccc(C)cc1	4	11	1	-21	-1	0.5	-8	2
Nc1[nH]c(C(=O)c2ccccc2)c(-c2cccc3ccccc23)c1C(=O)NCc1ccc(Cl)cc1Cl	·	-4	·	·	-3	0.5	-10	-3
CCOC(=O)C1(Cc2cccc(OC)c2)CCCN(Cc2nccn2CC)C1 (configuration not stated)	6	-8	·	·	-7	0.1	-9	4
CC(=O)Nc1ccc(NC(=O)CC2SC(=O)N(CC(=O)c3ccccc3)C2=O)cc1 (configuration not stated)	10	1	2	5	0	0.1	3	-2
COc1ccc(NC(=O)C2CCN(c3ncnc4c3nc3n4CCCCC3)CC2)c(OC)c1	-6	1	1	0	-7	0.2	8	3
O=C(COC(=O)CNC(=O)c1ccccc1F)NCCNC(=O)COC(=O)CNC(=O)c1ccccc1F	·	-1	2	16	-2	0.1	4	9

An excerpt; rates above refer to the full screens.
